Bioassay records as filed in PubChem BioAssay.
VLA-4 inh = inhibition in a human VLA-4 binding assay. P13612. VLA-4 expressing cells, ligand binding flow cytometry. inhibition, % (about 7 µM as worked out from the volumes in the protocol). 330,000 tested, 0.2% active. AID 2557; in the data active = inhibition above about 50%
MCL1-BIM inh = disrupts human MCL1 binding to BIM-BH3 peptide; Q07820; GST-MCL1 / FITC-Bim-BH3 fluorescence polarization; inhibition, % at 10.9 µM; 320,000 tested, 0.68% active;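 active = inhibition above the mean inhibition of all tested compounds plus 3 SD, set per campaign, cut at about 40% in these data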;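 also: 0% = DMSO wells and 100% = unlabeled Bim-BH3 peptide control; higher means more loss of mP so more displacement of Bim peptide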
MEX-5 binding = C. elegans MEX-5 TCR-2 RNA binding activity; 300,000 tested, 0.38% active; Q9XUB2; MEX-5/FITC-TCR2 RNA binding, fluorescence polarization; active compounds read low; activity score (negative = inhibition of binding), % at 10 µM;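 active = inhibition past about -25% in most replicates, and total fluorescence under double the plate's negative control median, limit read from the data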;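 also: 0% = DMSO and -100% = 5 µM competing unlabeled TCR2 RNA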
Target sequence (Q9XUB2 whole entry, looked up): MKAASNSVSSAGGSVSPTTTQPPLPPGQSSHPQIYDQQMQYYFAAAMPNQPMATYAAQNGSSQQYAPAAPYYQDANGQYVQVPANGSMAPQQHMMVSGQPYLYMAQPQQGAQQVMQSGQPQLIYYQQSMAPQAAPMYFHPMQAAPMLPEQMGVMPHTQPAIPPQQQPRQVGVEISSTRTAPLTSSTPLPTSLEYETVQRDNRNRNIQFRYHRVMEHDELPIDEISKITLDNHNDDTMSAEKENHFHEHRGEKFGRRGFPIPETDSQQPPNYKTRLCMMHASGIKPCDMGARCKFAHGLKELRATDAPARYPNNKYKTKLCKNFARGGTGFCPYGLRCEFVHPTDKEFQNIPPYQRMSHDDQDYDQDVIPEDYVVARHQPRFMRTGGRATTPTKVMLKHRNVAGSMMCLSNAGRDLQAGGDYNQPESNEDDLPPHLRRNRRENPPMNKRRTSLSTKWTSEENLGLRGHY
BCLXL inh = inhibitors of human Bcl-xL; GST-Bcl-xL / FITC-Bim BH3 peptide fluorescence polarization; inhibition, % at 10.9 µM; 320,000 tested, 0.7% active;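 active = inhibition above the mean of all tested compounds plus 3 SD, cutoff set per campaign, cut at about 30% in these data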;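 also: 0% = DMSO wells and 100% = unlabeled Bim-BH3 peptide competitor; inhibitors lower millipolarization by displacing the labeled peptide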
Target sequence (Q07817 whole entry, looked up): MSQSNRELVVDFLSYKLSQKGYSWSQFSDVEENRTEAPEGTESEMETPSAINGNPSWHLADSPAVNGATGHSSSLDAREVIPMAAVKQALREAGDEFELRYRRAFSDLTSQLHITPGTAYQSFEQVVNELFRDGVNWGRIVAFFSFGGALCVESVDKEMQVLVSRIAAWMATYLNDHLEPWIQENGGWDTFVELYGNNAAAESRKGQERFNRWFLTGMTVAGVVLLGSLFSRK
GLD-1 RNA inh = GLD-1-TGE RNA interaction inhibition (C. elegans). AID 2280. 320,000 tested, 0.44% active. purified GLD-1 + fluorescein TGE RNA, fluorescence polarization. Q17339. inhibition, % at 5.96 µM;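 active = percent inhibition above a per-plate cutoff, the plate mean of test compounds plus 3 SD, cut at about 30% in these data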;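 also: 0% = DMSO wells with GLD-1 and probe and 100% = wells lacking GLD-1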
CR mimetic SO = lowers age-related superoxide in aged yeast cells | S. cerevisiae aged cells, superoxide DHE fluorescence; active compounds read low | superoxide response (% of plate mean), % at 10 µM | 330,000 tested, 0.18% active;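 active = superoxide response under a set limit, about three screen SD below normal, cut at about 65% in these data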;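 also: yeast aged for seven days with compound at 30 °C before DHE staining; 100% = average MFI of all compound-treated wells on the plate with controls excluded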
AGP1 TOR yeast = modulators of TOR pathway AGP1-GFP in S. cerevisiae. S. cerevisiae AGP1-GFP multiplex flow cytometry, 3 h; GFP as percent of DMSO wells. 320,000 tested, 0.02% active. GFP response vs DMSO, % at 10 µM;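 active = GFP response relative to DMSO above a set limit, near screen average plus 3 SD, cut at about 150% in these data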;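 also: median GFP channel fluorescence of the gated AGP1 strain per well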
CIT2-GFP yeast = yeast TOR pathway CIT2-GFP modulation; S. cerevisiae CIT2-GFP strain, flow cytometry, 3 h; 100 means same as DMSO wells; GFP response vs DMSO, % at 10 µM; 320,000 tested, 0.065% active; AID 2029;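 active = GFP response relative to DMSO above a set limit, near the screen mean plus 3 SD, cut at about 150% in these data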;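 also: ratio of well median GFP fluorescence to mean of DMSO wells on the plate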
GRK2 aptamer HTS = inhibitors of human GRK2 displacing RNA aptamer. P25098. bead flow cytometry, FAM-aptamer displacement from GRK2. inhibition of aptamer binding, % at 10 µM. 330,000 tested, 0.59% active;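 active = inhibition of aptamer binding above 40%, roughly 3 SD of noise, on plates passing a quality check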;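 also: median bead fluorescence of bound FAM aptamer so fluorescent compounds give negative values; no value below 0 was filed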
Numbers without * were called inactive; · = not tested or not shown; & = joins results of further samples.

Structure,VLA-4 inh,MCL1-BIM inh,MEX-5 binding,BCLXL inh,GLD-1 RNA inh,CR mimetic SO,AGP1 TOR yeast,CIT2-GFP yeast,GRK2 aptamer HTS
Cc1ccc(NC(=O)C2CCCN(S(=O)(=O)c3ccc4[nH]c(=O)ccc4c3)C2)c(C)c1 (stereo not given),12,-13,0.3,-14,-1,116,102,89,1
CCN(CC)CCNc1nc(-c2ccccc2)c2c(c1C#N)CC(C)(C)OC2,-5,4,-1.8,5,2,111,100,103,0
CSc1nnc2ccc(-c3cccs3)nn12,-3,-5,3.9,4,8,101,83,78,1
COc1ccc(Cn2nnnc2C(c2cc3cccc(C)c3[nH]c2=O)N2CCN(C)CC2)cc1 (stereo not given),-2,5,2.0,7,4,99,104,101,1
O=C(CSc1nc2ccccc2c(=O)n1-c1ccccc1)N1CCN(CCO)CC1,25,10,2.0,20,9,93,99,98,2
O=C(OCc1nnc(-c2ccccc2)o1)c1cc2ccccc2cc1O,-2,0,0.6,-3,1,84,90,95,0
CCN(C[C@H]1N[C@@](CC)(C(=O)OC)[C@H]2C(=O)N(C)C(=O)[C@@H]12)S(=O)(=O)c1ccc(-c2ccccc2)cc1,6,·,·,·,3,95,92,98,0
CC(C)(C)NC(=O)C1N(c2cccnc2)C(=O)C2C(C(=O)Nc3ccccc3F)C3(C)C=CC21O3 (stereo not given),14,-16,-1.0,-5,-11,97,106,·,3
Cc1ccc(C(=O)N2CCCC(C(=O)c3cc(F)ccc3F)C2)s1 (stereo not given),10,3,0.6,8,0,94,93,84,5
Cn1cnnc1SCC(=O)NC1CCCCC1,2,-5,3.1,-6,6,85,105,104,2
Cc1ccc(-n2nc3c(=O)n(CCCC(=O)N4CCCCC4)nc(C)c3c2C)cc1,16,-3,1.5,3,-2,122,103,100,2
O=C(CCNS(=O)(=O)c1cccs1)Nc1ccccc1F,-12,-4,1.7,-2,-1,140,100,93,0
COCCNCCOCCOc1cccc(OC)c1,28,6,1.1,4,5,95,106,104,0
CCCCN(CCCC)c1cc(C)nc(-c2ccccc2O)n1,5,5,0.4,2,-1,93,96,104,2
O=C(c1ccco1)N1CCN(S(=O)(=O)c2ccc(Br)s2)CC1,7,-2,1.8,-3,-1,86,102,100,4
CCN(C(=O)Cn1cnc2c(nc3n2CCCCC3)c1=O)c1cccc(Cl)c1,16,4,-0.4,1,-4,89,109,105,1
COc1ccccc1N1CCN(S(=O)(=O)c2ccc3c(c2)n(C)c(=O)n3C)CC1,14,-1,0.2,1,1,98,96,91,1
Cc1ccc(CNC(=O)C2CCCN(S(=O)(=O)c3cccnc3)C2)cc1 (stereo not given),13,-7,0.2,-3,7,102,104,100,2
Cc1ccc(C(C)C)c(OCC(=O)NN=C2CCCC(=O)C2)c1,-6,·,·,·,5,118,97,89,3
CC(C)(C)OC(=O)N[C@@H](C(=O)OC(C)(C)C)c1ccc2c(c1)OCO2,-8,2,·,4,1,98,96,95,1
CCOC(=O)C(NC(=O)CC)(Nc1sc(C)c(CC)c1C#N)C(F)(F)F (stereo not given),-13,-4,-1.2,6,7,90,109,109,1
CCOC(=O)c1c(C)c(C(=O)NCc2ccccn2)c(C)n1C,6,9,-1.4,8,8,117,97,102,1
O=C(NCCCn1ccnc1)c1cc2c(ccc3ccccc32)o1,15,4,6.1,0,0,103,112,111,0
CCOC(=O)N1CCN(CC(=O)Nc2sc(CC)cc2C(=O)c2ccc(OC)cc2)CC1,12,-1,1.6,5,7,58*,98,97,0
c1ccc(Cn2nnc3c(N4CCc5ccccc54)ncnc32)cc1,6,3,0.1,1,-4,90,102,99,0
CC(C)C(=O)Nc1ccc2c(c1)nc(CCN1CCCCC1)n2C,9,-2,0.4,0,-3,117,98,97,0
COc1cc(C)nc(N(Cc2ccccc2)S(=O)(=O)c2ccc(C)cc2)n1,-1,-4,2.0,-1,1,103,109,104,2
Cc1nnc(SC/C=C/c2ccccc2)n(N)c1=O,-4,6,·,8,-1,69,93,94,0
COc1ccc(S(=O)(=O)NNC(=O)C2COc3ccccc3O2)cc1[N+](=O)[O-] (stereo not given),14,5,0.2,4,9,103,107,102,3
Cc1cc(=O)[nH]c(COc2ccccc2)n1,4,2,1.0,12,3,112,94,97,0
CC(C)(O)C#Cc1ccc(C(=O)NC2CCCCC2)s1,10,-5,2.2,3,1,88,106,102,2
CSCCC(NS(=O)(=O)c1ccccc1F)C(=O)N1CCCCCCC1 (stereo not given),-259,7,-1.4,8,1,104,99,107,0
CCN(CC)c1ccc(SS(=O)(=O)O)cc1,0&3,13&16,-4.1&-2.7,12&15,5&5,130&92,89&104,86&99,0&0
Cc1cccc(COc2ncnc3nc[nH]c23)c1,-32,13,1.4,7,9,103,99,94,0
Cc1cc(C)n(Cc2ccc(Cl)cc2Cl)c(=O)c1S(=O)(=O)c1ccccc1,13,-2,-2.0,6,6,101,108,115,0
Cc1ccc(CSCC2Nc3ccc(C(=O)N4CCN(c5ccc(F)cc5)CC4)cc3NC2=O)cc1 (stereo not given),-49,-62,-0.4,-38,-78,91,104,104,0
Cc1ccc(/C=N/n2c(-c3ccco3)n[nH]c2=S)s1,-12,-13,1.4,-19,3,87,101,107,1
COc1cc(/C=C2\CC/C(=C\c3cc(OC)c(OC)c(OC)c3)C2=O)cc(OC)c1OC,4,-12,-5.0,-2,5,96,104,103,22
Cc1cc(=O)cc(C)n1-c1ccc(F)cc1F,18,1,2.8,7,9,103,111,109,0
Cc1cc(OCC(=O)O/N=C(\N)c2ccccc2)cc(C)c1Cl,4,-2,2.0,-2,7,81,89,94,6
COc1ccc(N2CCN(C3CCCN(S(=O)(=O)c4ccc(C)cc4C)C3)CC2)cc1 (stereo not given),-7,-1,·,3,11,94,93,98,2
COc1ccc(Br)cc1S(=O)(=O)N(CC(=O)N1CCN(C)CC1)c1ccccc1,7,11,0.6,7,-1,97,95,101,1
O=C(CSCc1cnn(-c2ccccc2)c1-n1cccc1)NCCN1CCOCC1,11,-6,2.0,3,6,92,92,90,0
Cc1ccc(NC(=O)c2cc(Cl)nc3ccccc23)cc1,4,9,0.7,7,-4,103,107,97,1
N#Cc1cn(CCOc2ccccc2F)c2ccccc12,30,3,-0.9,4,0,102,96,84,0
CCC(C)(C)NC(=O)C(c1cccnc1)N(C(=O)c1csnn1)c1ccccc1 (stereo not given),13,4,-0.9,4,-6,105,85,99,0
O=C(NC(=S)Nc1ccc(N2CCOCC2)c(Cl)c1)c1cncc(Br)c1,-12,18,-2.5,10,-1,100,85,88,0
Cc1cc(=O)c2cc(Cl)ccc2[nH]1,15,3,1.0,6,4,99,108,108,5
COc1ccc(CNc2nc(SCC(=O)NCc3ccco3)nc3ccccc23)cc1,1,6,1.1,4,6,97,110,107,1
COCCNC(=O)C(c1ccc(C)o1)N(Cc1ccccc1)C(=O)Cn1nnc2ccccc21 (stereo not given),11,10,0.1,8,2,102,94,92,0
Cc1ccc(SCCC(=O)OCC(=O)Nc2ccc(C(N)=O)cc2)cc1,5,4,·,4,4,94,100,96,0
COCc1cc(=O)n2[nH]c(SCc3ccccc3)nc2n1,18,7,-1.9,31*,-2,104,86,89,0
O=C(c1cccs1)N(CCN1CCCCC1)CC1CCCN(C2CCCC2)C1 (stereo not given),-4,-1,-7.1,1,3,107,96,104,0

Structures listed so far containing a thiophene ring, fused or not:
Structure,VLA-4 inh,MCL1-BIM inh,MEX-5 binding,BCLXL inh,GLD-1 RNA inh,CR mimetic SO,AGP1 TOR yeast,CIT2-GFP yeast,GRK2 aptamer HTS
CSc1nnc2ccc(-c3cccs3)nn12,-3,-5,3.9,4,8,101,83,78,1
Cc1ccc(C(=O)N2CCCC(C(=O)c3cc(F)ccc3F)C2)s1 (stereo not given),10,3,0.6,8,0,94,93,84,5
O=C(CCNS(=O)(=O)c1cccs1)Nc1ccccc1F,-12,-4,1.7,-2,-1,140,100,93,0
O=C(c1ccco1)N1CCN(S(=O)(=O)c2ccc(Br)s2)CC1,7,-2,1.8,-3,-1,86,102,100,4
CCOC(=O)C(NC(=O)CC)(Nc1sc(C)c(CC)c1C#N)C(F)(F)F (stereo not given),-13,-4,-1.2,6,7,90,109,109,1
CCOC(=O)N1CCN(CC(=O)Nc2sc(CC)cc2C(=O)c2ccc(OC)cc2)CC1,12,-1,1.6,5,7,58*,98,97,0
CC(C)(O)C#Cc1ccc(C(=O)NC2CCCCC2)s1,10,-5,2.2,3,1,88,106,102,2
Cc1ccc(/C=N/n2c(-c3ccco3)n[nH]c2=S)s1,-12,-13,1.4,-19,3,87,101,107,1
O=C(c1cccs1)N(CCN1CCCCC1)CC1CCCN(C2CCCC2)C1 (stereo not given),-4,-1,-7.1,1,3,107,96,104,0
